SENP7 block – blocks the human protease SENP7; Q9BQF6; recombinant SENP7, Z-RLRGG-aminoluciferin luminescence, 40 min; inhibition, % at 5 µM; 330,000 compounds, 1.5% hits;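 active means inhibition above about 50% at the single test dose, limit read from the data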;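 further: plate controls were DMSO with enzyme for no effect and no enzyme buffer wells for full effect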
UBC13 polyUb – blocks human UBC13 polyubiquitin chain formation. inhibition, % at 20 µM. TR-FRET. 330,000 compounds, 0.47% hits; in the data active means inhibition above about 45%, passing the limit was not always enough
HKDC1 inhibitor – blocks human hexokinase HKDC1 activity; Q2TB90; recombinant HKDC1, G6PDH/diaphorase resazurin coupled fluorescence; inhibition, % at 20 µM; 340,000 compounds, 0.16% hits; AID 493160;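 active means inhibition above about 35% when tested at 20 µM, limit read from the data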;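 further: plate controls were DMSO wells with enzyme for no effect and DMSO wells lacking enzyme for full effect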
Target sequence (Q2TB90 whole entry, looked up): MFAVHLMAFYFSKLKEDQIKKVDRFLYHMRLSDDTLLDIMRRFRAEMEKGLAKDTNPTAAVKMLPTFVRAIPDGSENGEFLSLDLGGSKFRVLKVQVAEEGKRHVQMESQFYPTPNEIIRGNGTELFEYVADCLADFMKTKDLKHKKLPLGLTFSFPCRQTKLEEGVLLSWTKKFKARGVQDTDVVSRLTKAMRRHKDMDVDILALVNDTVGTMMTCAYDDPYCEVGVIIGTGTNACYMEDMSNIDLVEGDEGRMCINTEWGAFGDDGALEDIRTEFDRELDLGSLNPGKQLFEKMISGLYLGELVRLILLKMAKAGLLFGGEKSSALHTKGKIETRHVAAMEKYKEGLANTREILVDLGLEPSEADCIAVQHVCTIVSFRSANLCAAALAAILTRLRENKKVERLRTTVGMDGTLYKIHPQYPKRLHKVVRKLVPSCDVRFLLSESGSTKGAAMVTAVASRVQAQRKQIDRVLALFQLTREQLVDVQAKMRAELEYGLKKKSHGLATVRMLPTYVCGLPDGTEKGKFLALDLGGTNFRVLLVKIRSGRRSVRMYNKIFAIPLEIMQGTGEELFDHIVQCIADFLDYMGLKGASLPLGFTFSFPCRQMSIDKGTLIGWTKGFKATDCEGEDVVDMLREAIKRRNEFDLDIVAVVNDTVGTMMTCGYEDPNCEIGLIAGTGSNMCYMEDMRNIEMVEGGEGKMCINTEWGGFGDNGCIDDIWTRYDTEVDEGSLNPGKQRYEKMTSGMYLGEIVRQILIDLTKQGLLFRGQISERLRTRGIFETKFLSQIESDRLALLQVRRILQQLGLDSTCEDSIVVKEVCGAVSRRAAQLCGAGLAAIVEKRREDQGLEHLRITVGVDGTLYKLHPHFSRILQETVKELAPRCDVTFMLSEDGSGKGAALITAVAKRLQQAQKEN
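System: Recombinant HKDC1 hexokinase | Amount: HKDC1 at 5 µg/mL | Reagent: Glucose with 1 mM ATP | Doses: Single 20 µM dose | Incubation: Reaction time 90 min, room temperature, protected from light | Signal: Coupled resazurin fluorescence, excitation 525 nm, emission 613 nm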
SENP6 block – SENP6 protease inhibition. Q9GZR1. Recombinant SENP6 catalytic domain, aminoluciferin luminescence. inhibition, % at 10 µM. 330,000 compounds, 1.8% hits. AID 2599;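 active means inhibition above about 50% at the single tested dose, limit read from the data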;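 further: plate controls were DMSO wells with enzyme for no effect and DMSO wells lacking enzyme for full effect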
SENP8 block-1 – inhibitors of human SENP8 protease | Q96LD8 | purified SENP8, Z-RLRGG-aminoluciferin cleavage, luminescence | inhibition, % at 10 µM | 330,000 compounds, 1.2% hits | AID 2540; in the data active means inhibition above about 50%
Target sequence (Q96LD8 whole entry, looked up): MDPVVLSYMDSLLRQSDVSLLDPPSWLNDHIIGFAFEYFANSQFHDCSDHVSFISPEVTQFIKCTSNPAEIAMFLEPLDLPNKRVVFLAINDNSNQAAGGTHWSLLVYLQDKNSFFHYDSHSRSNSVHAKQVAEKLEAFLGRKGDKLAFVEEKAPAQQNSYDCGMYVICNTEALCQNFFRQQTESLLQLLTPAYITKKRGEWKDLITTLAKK
PfG6PD inh – PfG6PD (Plasmodium falciparum) enzyme inhibition | inhibition, % at 20 µM | 350,000 compounds, 0.78% hits | PfGluPho enzyme, NADPH resazurin-diaphorase fluorescence;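 active means inhibition reaching at least a set limit at 20 µM in the primary screen, cut at about 59% in these data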;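 further: 0% = DMSO wells with substrate and 100% = DMSO wells lacking glucose-6-phosphate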
SENP8 block-2 – inhibitors of human SENP8 protease | 360,000 compounds, 0.64% hits | inhibition, % at 20 µM | recombinant SENP8, Nedd8 substrate fluorescence | AID 602440; in the data active means inhibition mostly above about 40%, no sharp cut-off; inactive means mostly below about 27%
MIN6 prolif – inducers of beta-cell replication in MIN6 cells; MIN6 cells proliferation, ATPlite luminescence, 48 h; cells starved in 0.2% serum; 100% = growth in 10% serum; proliferation, % at 10 µM; 330,000 compounds, 0.29% hits;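 active means compounds whose signal lies at least 3.5 SD above the mean of all wells on their plate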;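 further: 0% = DMSO-treated cells in low-serum medium and 100% = 10% serum control; some compounds called inactive have numbers as strong as hits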
SENP1 FRET inh – blocks the human SENP1 SUMO protease catalytic domain; recombinant SENP1 catalytic domain, CyPet-SUMO1-YPet FRET cleavage; inhibition, % at 10 µM; 360,000 compounds, 0.21% hits;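 active means inhibition at least 30% at 10 µM, raw YFP signal under a set limit, fluorescence ratio 0.5 to 1.5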;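 further: 0% = enzyme with DMSO and 100% = no enzyme wells; some results filed as inactive read as strong as hits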
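material = recombinant human SENP1 catalytic domain, His6-tagged | quantity = 20 pM enzyme | reagent = 25 nM SUMO1 FRET substrate | compound dosing = 10 µM single point, 0.5% DMSO | timing = 50 min enzyme reaction, room temperature, light-protected | detection = FRET, CFP and YFP emission | control set = no-enzyme low, enzyme-DMSO high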
Starred values were filed as active, the others as inactive; x = not tested or not shown.

SMILES	SENP7 block	UBC13 polyUb	HKDC1 inhibitor	SENP6 block	SENP8 block-1	PfG6PD inh	SENP8 block-2	MIN6 prolif	SENP1 FRET inh
O=C(O)c1ccc(N/N=C/c2cc(Br)cs2)cc1	99.7*	-7.0	-3.0	99.0*	96.7*	-10.7	-28.6	-1.7	-30.4
C=CCn1c(=O)c(C(=O)Nc2ccccc2C(=O)OCC)c(O)c2ccccc21	-0.3	24.3	-0.4	-11.3	-2.7	-6.7	-143.6	-3.7	-0.7
CSc1ccccc1NC(=O)COC(=O)CCC(=O)c1ccc(F)cc1	-4.2	-3.2	-1.1	9.0	-13.5	-16.0	10.2	-1.5	5.5
CCn1cc(C(=O)N2CCc3ccccc3C2)c(=O)c2cc(S(=O)(=O)N3CCCCC3)ccc21	1.1	-1.4	x	3.5	0.6	x	x	-1.1	x
O=C(Cc1ccccc1)NC(=S)Nc1cc(C(F)(F)F)ccc1Cl	7.3	-5.0	-4.6	-3.4	-11.5	6.0	26.8	-3.9	2.6
COc1ccccc1N1CCN(C(=S)Nc2ccc3nc(N4CCOCC4)cc(C)c3c2)CC1	5.6	0.0	-0.7	-0.1	-8.9	15.7	-355.5	-4.7	-43.7
CNS(=O)(=O)c1ccc(OC)c(-c2nnc3c4ccccc4c(C)nn23)c1	-3.0	0.2	-2.8	-20.3	-6.2	10.4	-0.6	-1.3	0.5
C=CCn1cccc(C(=O)Nc2ccc(C)cc2)c1=O	-12.7	-5.5	0.2	-32.0	-9.7	-12.9	16.9	-0.2	0.5
O=C(/C=C/Nc1ccc([N+](=O)[O-])cc1)c1ccc(Br)cc1	7.8	0.7	-5.2	-6.8	-4.3	-1.6	-238.7	0.2	-28.5
Cc1ccc(NC(=O)c2ccc(OCC3CCCO3)cc2)cc1 (stereo not drawn)	3.3	-1.5	1.7	-10.3	-5.5	16.6	10.4	-4.4	0.6
COc1ccc(S(=O)(=O)N2CCC(C(=O)NCc3cccs3)CC2)cc1	3.7	2.1	-7.4	5.0	-0.4	1.8	9.9	-0.1	-0.7
O=C(/C=C/c1ccco1)Nc1ccccc1C(=O)O	82.5*	-6.7	7.5	93.0*	88.2*	36.8	-9.9	-4.5	-3.8
COc1ccc(-c2nnc(SCC(=O)N(Cc3ccccc3)C(C)(C)C)o2)cc1OC	2.8	2.7	6.2	-13.5	1.0	11.2	15.5	-4.4	2.0
Cc1nc(N)sc1C(=O)N1N=N1	7.2	6.3	-1.0	-11.3	4.5	6.9	-12.1	0.3	0.0
O=C1C2CCCCN2C(=O)N1CCCN1CCN(c2cccc(C(F)(F)F)c2)CC1 (stereo not drawn)	x	x	0.8	x	x	-10.3	-38.2	x	2.2
COc1cc(CN2CCC(C(=O)N3CCCC(C)C3)CC2)cc(OC)c1O (stereo not drawn)	-7.9	2.8	-10.5	-11.6	1.2	8.6	6.8	-1.5	2.0
CN(C)C(=O)CSc1nnc(CCN)o1	3.6	8.5	-10.0	-5.4	5.5	-6.5	11.1	-2.4	0.7
c1ccc2c(c1)Nc1cc3ccccc3cc1S2	12.6	-14.9	3.3	8.4	-4.4	-11.0	-181.1	-3.2	-70.3
Cc1csc(SCC(=O)NC(C)c2ccccc2)n1 (stereo not drawn)	-14.3	-6.6	1.8	-14.0	-12.0	-0.6	2.9	-1.7	-0.3
COc1cc(CNc2ccc(C)c(C)c2)cc(OC)c1OC	-9.1	-1.4	-1.6	-8.8	-6.3	9.3	-0.3	-0.3	-4.6
CCO[C@@H]1OC(C(=O)N2CCN(Cc3ccccc3)CC2)=C[C@H](c2ccc(Br)cc2)[C@H]1CCCO	7.1	23.9	-3.8	-6.1	-4.7	16.7	16.7	-6.2	-1.7
NS(=O)(=O)c1ccc(N=Nc2c(=O)[nH]n3c(=O)c4c([nH]c23)CCCC4)cc1	-1.6	-153.4	39.6*	14.1	-4.9	26.5	6.3	-1.3	1.7
C=CCNC(=S)Nc1sc2c(c1C#N)CCCC2	1.4	5.0	-3.0	11.7	4.4	17.8	-38.3	-2.1	-46.3
O=C(N/N=C/c1ccc([N+](=O)[O-])cc1)c1cc(-c2ccc3c(c2)OCO3)n[nH]1	4.1	-21.9	1.2	7.0	11.7	-0.6	15.2	-1.7	0.2
Nc1c(N(Cc2ccccc2)C(=O)COc2ccc(F)cc2Cl)c(=O)[nH]c(=O)n1Cc1ccccc1	-11.0	-8.0	-2.2	-30.4	-18.7	-17.5	-2.8	-0.7	1.1
CC1=NN(Cc2c(C)nn(Cc3ccccc3)c2C)C(C)(C)C1	4.6	13.5	-9.9	-7.9	5.5	1.3	10.4	2.2	3.3
CSCC[C@@H](C(=O)NCCCCCCCCCCC(=O)N1CCN(C(=O)OC(C)(C)C)CC1)n1cc(CCO)nn1	-3.2	5.3	-3.2	-7.3	-3.6	-10.9	15.5	-0.3	1.2
COc1cc(/C=C/C(=O)OCC(=O)N2CCCc3ccccc32)ccc1OC(F)F	2.0	-5.1	-1.2	-10.5	-3.0	11.7	9.1	6.9	-1.5
Cc1cccc(-n2ncc3c2CCCC3NC(=O)CCc2cccnc2)c1C (stereo not drawn)	-8.8	-2.9	-2.9	-15.0	-2.4	-28.4	8.5	-6.3	0.6
COc1ccc(C(CNC(=O)c2ccc3c(c2)OCCO3)N(C)C)cc1 (stereo not drawn)	0.9	2.5	-3.1	6.6	-1.3	0.2	-2.8	-2.5	-2.0
CCOc1cccc(NC(=O)C(Cc2cccs2)c2nn[nH]n2)c1 (stereo not drawn)	-9.1	-14.3	1.4	-1.2	-2.7	-3.9	9.8	-3.7	-2.4
Cc1oc2c(c(C)cc3oc(=O)c(CC(=O)NCC(=O)NCC(=O)NCC(C)O)c(C)c32)c1C (stereo not drawn)	-0.9	-3.8	4.0	13.8	1.7	-2.8	-301.8	3.7	3.7
Cc1noc(NS(=O)(=O)c2ccc(NC(=O)c3nn(-c4ccc(F)cc4)ccc3=O)cc2)c1C	10.5	-10.2	0.0	4.9	-2.9	-16.1	17.9	1.3	-2.0
COc1[nH]c(/N=C/c2ccccc2)c(C#N)c1C#N	-9.4	-14.4	14.3	-17.1	-1.3	-18.5	-34.5	-1.0	69.6*
CCOC(=O)c1c(CSc2ccccc2)n(C)c2ccc(O)cc12	-5.7	16.0	3.5	-10.5	-4.2	-0.6	10.9	2.1	1.0
CS(=O)(=O)Nc1ccc(S(=O)(=O)N2CCOCC2)cc1	-6.1	-3.8	-3.0	-5.4	-8.3	-12.5	7.8	-0.8	2.1
C=C1CCN([C@@H](Cc2ccccc2)C(=O)N2CCOCC2)S(=O)(=O)c2ccccc21	4.6	11.2	0.1	-6.1	2.0	-5.6	4.5	0.7	0.9
CCOc1ccc(/C=C(/NC(=O)c2ccccc2)C(=O)NCCC(=O)O)cc1	5.3	-6.2	-8.2	-10.8	-4.9	-14.8	7.5	-3.7	0.0
COc1ccc(C(CNC(=O)COc2ccc(C)c(C)c2)N2CCCCC2)cc1 (stereo not drawn)	1.9	7.0	2.1	10.8	9.1	18.7	5.6	-4.7	1.3
Cc1nc(C)c(-c2ccc(SCC(=O)Nc3ccc(F)cc3F)nn2)s1	20.0	-11.5	-0.2	-8.7	-5.6	19.4	3.5	-1.4	1.5

HKDC1 inhibitor, hit marks shown above
smiles,SENP7 block,UBC13 polyUb,HKDC1 inhibitor,SENP6 block,PfG6PD inh,SENP8 block-2,SENP1 FRET inh
NS(=O)(=O)c1ccc(N=Nc2c(=O)[nH]n3c(=O)c4c([nH]c23)CCCC4)cc1,-1.6,-153.4,39.6*,14.1,26.5,6.3,1.7

Profiles as entered above. Screens in order: SENP7 block, UBC13 polyUb, HKDC1 inhibitor, SENP6 block, SENP8 block-1, PfG6PD inh, SENP8 block-2, MIN6 prolif, SENP1 FRET inh
Results for `COc1cc(/C=C/C(=O)OCC(=O)N2CCCc3ccccc32)ccc1OC(F)F` : 2.0, -5.1, -1.2, -10.5, -3.0, 11.7, 9.1, 6.9, -1.5
Results for `COc1ccc(C(CNC(=O)c2ccc3c(c2)OCCO3)N(C)C)cc1` (stereo not drawn) : 0.9, 2.5, -3.1, 6.6, -1.3, 0.2, -2.8, -2.5, -2.0
Results for `COc1[nH]c(/N=C/c2ccccc2)c(C#N)c1C#N` : -9.4, -14.4, 14.3, -17.1, -1.3, -18.5, -34.5, -1.0, 69.6*

Going on with the list:
SMILES	SENP7 block	UBC13 polyUb	HKDC1 inhibitor	SENP6 block	SENP8 block-1	PfG6PD inh	SENP8 block-2	MIN6 prolif	SENP1 FRET inh
Cc1ccc(-n2[nH]c(C)c(/C=N/NC(=O)c3ccc(O)cc3O)c2=O)cc1	14.6	-31.2	-20.9	20.5	-9.0	7.7	-149.2	-5.1	-82.2
O=C(C1CCCN(Cc2ccc(Cl)cc2)C1)N1CCCCC1 (stereo not drawn)	2.6	2.7	-3.8	9.1	-1.7	10.0	19.0	-1.3	2.6
O=C(Nc1ccccc1)OCCOc1cccc(Br)c1	-13.1	-0.7	-0.5	-27.8	-13.2	23.7	12.8	-5.0	0.2
COc1ccc(CNC(=O)C2CCCN(S(=O)(=O)c3c(C)nn(C)c3C)C2)cc1 (stereo not drawn)	-9.2	-5.6	-3.7	-2.4	-16.5	-51.8	4.5	-1.0	-1.2
O=C(COc1ccccc1)NC1CCS(=O)(=O)C1 (stereo not drawn)	3.5	-1.0	-0.1	9.3	-8.8	-22.2	17.5	0.4	-0.1
O=C(Nc1ccc(F)c(Cl)c1)C1CCN(c2ncnc3c2nc2n3CCCCC2)CC1	-6.8	73.5*	-2.6	-12.4	-8.4	1.4	6.2	-4.7	1.7
CCOc1cc(/C=N/NC(=O)COc2ccc(Cl)cc2)ccc1OS(=O)(=O)c1ccccc1	-8.5	-6.5	3.5	-10.2	-2.7	16.6	39.3	-5.1	-0.2
Cc1ccc(NC(=O)Cn2ncn3c(cc4ccccc43)c2=O)cc1F	19.9	-5.6	3.5	-8.8	-7.6	-5.1	-79.2	-5.1	-13.5
Cc1cc(-c2ccc(S(=O)(=O)N3CCN(c4cccc(C)c4C)CC3)s2)on1	-15.5	3.3	-7.9	-2.1	-9.9	35.3	5.8	-7.0	-0.1
CCOC(=O)c1[nH]c2ccccc2c1NC(=S)Nc1cccc(C)c1C	-6.9	-14.7	-12.2	7.7	2.0	6.9	-357.3	-2.9	-2.8
Cc1ccc2cc(COC(=O)c3cccc([N+](=O)[O-])c3)c(=O)[nH]c2c1	-2.2	0.3	-1.5	-8.0	2.5	-6.7	-14.9	0.2	-12.4
CCOC(=O)c1cc(-c2ccccc2)n(CCC(=O)NC(C)CC)c1C (stereo not drawn)	7.2	13.2	-1.2	1.1	-5.8	-4.3	10.4	-0.7	0.0
COc1ccc(-n2c(-c3ccc(Br)cc3)c[n+]3c2SC(C)C3)cc1 (stereo not drawn)	3.9	2.2	-1.9	8.4	0.6	-18.9	17.8	-6.5	4.3
COc1ccc(CNC(=O)C/C(C)=N/NC(=O)COc2cccc(C)c2)cc1	-5.4	5.5	9.0	2.0	2.6	15.1	7.6	-1.7	-0.2
O=C(NNC(=S)NCC1CCCO1)c1ccc(S(=O)(=O)N2CCOCC2)cc1 (stereo not drawn)	-6.5	-0.4	-6.2	-0.6	1.0	-4.1	-8.6	0.1	1.3
COc1ccc(N(CC(=O)O)S(=O)(=O)c2c(C)n[nH]c2C)cc1	-3.3	-1.7	-11.9	-5.9	-5.9	-9.1	13.0	0.5	1.4
CC(C)c1ccc(S(=O)(=O)N2CCN(CC(O)CN3CCOCC3)CC2)cc1 (stereo not drawn)	-2.0	1.6	-7.8	-1.1	2.2	-7.7	7.5	1.2	-0.1
